# hIAP act: increases human intestinal alkaline phosphatase activity | 330,000 compounds, 0.16% hits | activation factor at 10 µM | purified human IAP, CDP-Star luminescence, 30 min; hits give high values; 1 = vehicle-only enzyme, 0 = enzyme-free background | P09923;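 active = activation factor of the enzyme at least 2-fold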; also: the source names both 10 and 20 µM as test concentration; values of inactives mirror those of a sister screen read the other way
# Target sequence (P09923 whole entry, looked up): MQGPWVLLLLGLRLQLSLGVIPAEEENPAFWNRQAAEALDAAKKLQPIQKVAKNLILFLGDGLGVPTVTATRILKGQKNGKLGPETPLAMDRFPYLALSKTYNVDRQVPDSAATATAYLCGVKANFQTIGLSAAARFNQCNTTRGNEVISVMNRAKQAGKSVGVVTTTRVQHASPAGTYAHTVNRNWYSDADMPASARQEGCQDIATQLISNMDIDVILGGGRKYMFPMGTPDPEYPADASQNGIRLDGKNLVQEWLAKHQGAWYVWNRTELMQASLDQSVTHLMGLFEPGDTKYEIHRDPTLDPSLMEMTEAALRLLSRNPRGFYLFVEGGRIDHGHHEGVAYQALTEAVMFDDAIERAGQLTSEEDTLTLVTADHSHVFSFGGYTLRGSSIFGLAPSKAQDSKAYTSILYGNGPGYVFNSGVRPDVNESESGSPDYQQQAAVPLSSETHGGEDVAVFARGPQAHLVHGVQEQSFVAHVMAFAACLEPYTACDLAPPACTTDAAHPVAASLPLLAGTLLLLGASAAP
# PfGluPho inh: PfG6PD (Plasmodium falciparum) enzyme inhibition | PfGluPho enzyme, NADPH resazurin-diaphorase fluorescence | inhibition, % at 20 µM | 350,000 compounds, 0.78% hits | AID 504690;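 active = inhibition reaching at least a set limit at 20 µM in the primary screen, cut at about 59% in these data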;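 also: 0% = DMSO wells with substrate and 100% = DMSO wells lacking glucose-6-phosphate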
# SENP8 block: blocks human SENP8 cleavage of Nedd8 substrate; recombinant SENP8, Nedd8 substrate fluorescence; inhibition, % at 20 µM; 360,000 compounds, 0.64% hits; Q96LD8; in the data active = inhibition mostly above about 40%, no sharp cut-off; inactive = mostly below about 27%
# MPTP block: inhibitors of mitochondrial permeability transition pore | inhibition, % at 10 µM | isolated mouse mitochondria, Ca2+ swelling absorbance, 30 min | 360,000 compounds, 1.4% hits | AID 602449;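 active = inhibition of 50% or more, scaled per plate between neutral and stimulator controls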;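 also: 0% = DMSO wells given calcium and 100% = 1 mM EGTA wells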
# ATG4B inh: inhibitors of human ATG4B cysteine protease. Q9Y4P1. ATG4B cleavage of LC3-PLA2, NBD-HPC fluorescence, 1 h. inhibition, % at 8.33 µM. 340,000 compounds, 0.51% hits. AID 504462; in the data active = inhibition above about 40%
# SENP6 block: SENP6 protease inhibition. Q9GZR1. Recombinant SENP6 catalytic domain, aminoluciferin luminescence. 330,000 compounds, 1.8% hits. inhibition, % at 10 µM. AID 2599;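 active = inhibition above about 50% at the single tested dose, limit read from the data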;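 also: plate controls were DMSO wells with enzyme for no effect and DMSO wells lacking enzyme for full effect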
# Target sequence (Q9GZR1 628-1112 limits assumed): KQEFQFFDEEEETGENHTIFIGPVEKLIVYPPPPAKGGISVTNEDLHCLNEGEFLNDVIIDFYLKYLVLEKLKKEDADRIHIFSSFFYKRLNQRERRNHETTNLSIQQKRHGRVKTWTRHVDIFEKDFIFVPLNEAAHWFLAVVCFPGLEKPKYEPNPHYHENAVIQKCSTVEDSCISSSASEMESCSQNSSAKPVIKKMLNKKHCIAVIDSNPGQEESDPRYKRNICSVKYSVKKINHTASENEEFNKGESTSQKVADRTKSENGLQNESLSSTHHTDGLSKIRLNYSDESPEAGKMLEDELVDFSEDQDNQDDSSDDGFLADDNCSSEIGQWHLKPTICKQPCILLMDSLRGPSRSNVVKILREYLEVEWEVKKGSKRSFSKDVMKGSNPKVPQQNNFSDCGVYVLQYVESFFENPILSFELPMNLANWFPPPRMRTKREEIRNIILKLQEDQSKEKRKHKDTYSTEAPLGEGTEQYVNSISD
# GRIN3A LBD mod: NR3A (human) ligand-binding domain modulation; NR3A LBD differential scanning fluorimetry, Tm shift; 0% = protein alone, 100% = glycine-bound protein; Tm shift relative to glycine control, % at 25 µM; 340,000 compounds, 2.5% hits; AID 1259313;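 active = melting temperature shift of at least 10% of the positive control shift, at one fixed dose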
# SENP1 FRET inh: SENP1 (human) catalytic domain inhibition; inhibition, % at 10 µM; 360,000 compounds, 0.21% hits; Q9P0U3; recombinant SENP1 catalytic domain, CyPet-SUMO1-YPet FRET cleavage;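 active = inhibition at least 30% at 10 µM, raw YFP signal under a set limit, fluorescence ratio 0.5 to 1.5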;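 also: 0% = enzyme with DMSO and 100% = no enzyme wells; some results filed as inactive read as strong as hits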
#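 Material: hSENP1 catalytic domain, recombinant; medium: Tris pH 8 with BME, BSA, NP40 and catalase; compound: single concentration of 10 µM compound, 0.5% DMSO final; technique: FRET read of cyan and yellow fluorescence; timing: 50 min enzyme reaction, room temperature, light-protected; reagent: SFCypet-SUMO1-SFYpet substrate at 25 nM; control set: no-enzyme low, enzyme-DMSO high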
# The depositor's hits bear a star; i = inactive; nt = not tested or not shown; & = joins results of further samples. Hits appear at their usual frequency. Share with any hit: about 6.7%.
no.	compound	hIAP act	PfGluPho inh	SENP8 block	MPTP block	ATG4B inh	SENP6 block	GRIN3A LBD mod	SENP1 FRET inh
1	C=CCn1c(Cc2ccc(OC(C)C)c(Cl)c2)nnc1SCC(N)=O	0.78	-17	15	-2.0	2	-1	4	1
2	CCn1c(SCC(=O)N/N=C/C=C\c2ccco2)nc2ccccc21	1.1	48	7	9.8	5	11	-2	-4
3	COc1cc(C=O)ccc1OCc1ccncc1	1.1	-8	7	-0.3	-4	-3	-1	3
4	CC(C)CN(CC(C)C)C(=O)Cc1coc2ccc3ccccc3c12	1	6	-92	1.4	-5	-4	4	-6
5	COC(=O)[C@@]1(Cc2ccc(F)cc2)[C@H]2c3cc(C(=O)N(C)C)n(Cc4ccccc4)c3C[C@H]2CN1C(=O)c1ccccc1	0.98	10	nt	nt	-6	-2	-2	nt
6	CCOc1ccc(NC(=O)CN2CCN(CC(=O)Nc3ccc(C(N)=O)cc3)CC2)cc1	1	7	16	-0.6	-1	-14	0	1
7	O=C(c1ccco1)N1CCN(C(=O)c2cc3c(s2)-c2ccccc2OC3)CC1	0.86	-10	-401	-0.3	-2	0	-1	-2
8	COc1ccc(CCNC(=O)C2CC(c3cccc(F)c3)=NO2)cc1 (configuration not stated)	0.94	4	12	0.0	-1	-6	3	0
9	CCN1CCN(c2cc(C)c3cc(NC(=O)c4ccc(OC)c(OC)c4)ccc3n2)CC1	1.1	13	-417	1.8	-20	-4	0	-6
10	CCCC[n+]1c(C)sc2cc(OC)ccc21	1.1	25	-12	0.7	-4	-6	2	-2
11	Cn1cnnc1SCC(=O)NNC(=O)COc1ccc(Br)cc1	1.8	0	16	-2.1	2	-6	-2	1
12	CSCc1ccc(C(=O)NC(C)c2ccc(-n3ccnc3)cc2)cc1 (configuration not stated)	1.1	-1	6	-0.3	-6	8	-1	1
13	COc1ccc(NC(=O)/C=C/c2ccc(C)o2)cc1S(=O)(=O)N1CCOCC1	0.93	37	2	1.7	-11	-10	-1	-7
14	COc1ccc(-c2cc(C(=O)N3CCCC(C(F)(F)F)C3)c3ccccc3n2)cc1 (configuration not stated)	0.92	22	i	-0.6	2	4	-2	-2
15	CC(=O)NC(=S)Nc1ccccc1C(=O)NC1CCCCC1	1	-13	16	-0.5	6	3	-3	1
16	Cc1nc2nc(Cc3ccccc3)nn2c(C)c1Cl	1.2	4	15	0.4	-6	-9	1	3
17	O=C(CS(=O)(=O)c1ccc(Cl)c(Cl)c1)Nc1ccccc1Cl	0.94	8	20	6.6	7	-10	5	1
18	COc1ccc(NC(=O)Cn2nnc(C(=O)Nc3ccc(F)c(Cl)c3)c2N)cc1OC	0.97	1	12	0.5	2	-13	78*	4
19	CC(C)NC(=O)Cn1cnc2c1c(=O)n(C)c(=O)n2C	0.98	-15	18	-1.5	2	-3	-1	0
20	COc1ccc(CNn2c(-c3cccc(C)c3)nc3ccccc3c2=O)cc1OC	1.2	-4	-4	-0.9	-18	3	0	2
21	CSC(=NCCCN1CCOCC1)NS(=O)(=O)c1cccs1	1	7&-12	-4&6	-2.1&-6.6	1&1	-5	1&1	1&-2
22	Cc1nn(CC(O)Cn2c3c(c4ccccc42)CCN(C)C3=O)c(C)c1Br (configuration not stated)	1	10	-80	3.1	12	-13	3	-2
23	COc1cccc(CNc2ncnc3cc(Cl)ccc23)c1	nt	-2	-10	12	5	nt	1	0
24	COc1cc(C(=O)NCCCNc2ccc([N+](=O)[O-])cc2)cc(OC)c1OC	0.89	11	16	1.1	-3	7	1	0
25	COC1OC2COC(c3ccccc3)OC2C(O)C1NC(C)=O (configuration not stated)	nt	-11	17	-1.1	-12	nt	-4	0
26	CCN1C(=O)C(=Cc2cccc(OC)c2Oc2ccc([N+](=O)[O-])cc2[N+](=O)[O-])SC1=S	0.75	-1	33	0.4	7	81*	-3	0
27	COc1cccc(N(CC(=O)Nc2cccc(C(C)=O)c2)S(C)(=O)=O)c1	1.1	1	30	-3.1	-2	10	-1	1
28	Cc1ccc(S(=O)(=O)CCC(=O)OCC(=O)NC2CCS(=O)(=O)C2)cc1 (configuration not stated)	0.91	-14	3	-0.4	5	-12	0	2
29	C=CC[C@@H](CC(=O)N[C@@H](CO)Cc1ccccc1)C(=O)N[C@@H](C)COC(=O)[C@@H](CC=C)Cc1ccc(F)cc1	1	-5	10	-0.9	-1	-24	-6	3
30	CN(C)S(=O)(=O)N(CC(=O)N1CCN(c2ccccc2)CC1)c1ccccc1	1.1	14	8	1.1	-12	-29	-2	0
31	O=C1NC(=O)/C(=C/c2ccccc2Cl)N1	1.2	5	19	-1.1	-12	-12	1	0
32	COc1ccc(Oc2ccccc2C#N)cc1	1	5	6	1.0	-2	7	-2	2
33	N=C1N(c2ccccc2)C(=S)C(=Nc2ccccc2)N1c1ccccc1	nt	65*	27	-1.5	-4	nt	0	2
34	Cc1ccc(S(=O)(=O)NCc2csc(C)n2)cc1	0.98	4	9	1.2	11	-18	3	2
35	Cc1c(C#N)sc(C(N)=O)c1C	1.3	10	4	0.6	3	-6	-1	0
36	CC(=N\Nc1ccccc1)/C(=N/O)C(=O)Nc1ccccc1	0.87	4	9	-0.3	-5	5	1	-1
37	COc1cc(/C(C)=N/NC(=O)CN2CCN(S(=O)(=O)c3ccc(C)cc3)CC2)ccc1O	1.1	1	11	0.0	-1	9	0	2
38	CC(C)(C)NC(=O)c1ccc(COCC(F)(F)F)o1	1	-3	4	-0.8	-13	1	0	0
39	C=CCSc1nnc(NC(=O)C2CSC3(C)CCC(=O)N23)s1 (configuration not stated)	1.1	2	2	-1.5	2	-8	1	0
40	C#CCCc1ccccc1/C=[N+](/C)[O-]	1.2	15	-93	1.2	2	20	1	-26
41	COC(=O)c1cccc(NC(=O)c2ccc[n+]([O-])c2)c1	0.98	-5	17	-1.2	-3	-8	0	1
42	COc1ccc(CCC(=O)Nc2cccc(S(=O)(=O)N(C)C)c2)cc1OC	1.1	-6	12	23	-6	-5	-4	4
43	COc1ccc(CNC(=O)CN(Cc2cccs2)C(=O)CCC(=O)Nc2ccccn2)cc1	1	-1	10	-1.7	-12	-8	-1	2
44	CCC(=O)NNC(=O)CCC(=O)Nc1cccc(Cl)c1C	0.97	-8	11	0.3	-3	-7	-1	1
45	O=C(Cn1cc2c(n1)CCCCC2)Nc1ccccc1Br	0.96	11	13	0.9	-4	-7	-1	-1
46	Cc1cc(C)nc(NCC(O)COc2ccccc2C)n1 (configuration not stated)	1.1	-7	24	0.3	-6	-6	2	0
47	CC(C)CCCN1C(Nc2ccccc2)=NC[C@@H]1Cc1ccccc1	1.1	0	16	1.3	-8	-9	1	0
48	COc1cc(/C=C2\SC(=S)N(CC(=O)NC(C)(C)C)C2=O)cc(OC)c1OC	nt	-2	28	1.1	-1	nt	-5	11
49	CCN(CC)C(=O)CSc1nnc2c3ccccc3n(C)c2n1	1.1	14	11	0.4	-1	-3	-1	1
50	CC(=O)Nc1ccc(S(=O)(=O)N(C)CC(=O)OCC(=O)N2CCN(C(=O)c3ccco3)CC2)cc1	0.93	4	0	-1.3	-3	3	-2	1
51	O=C(c1cc(Sc2cccc(Cl)c2)nc2ccccc12)N1CCN(c2ccccn2)CC1	0.84	13	10	1.2	20	-12	2	2
52	O=C1CN(C(=O)c2cccs2)c2ccccc2N1	0.95	22	-30	0.4	0	-10	0	-27
53	CCOC(=O)N1CCN(C(=O)c2ccc(N3C(=O)CCC3=O)cc2)CC1	1	-8	16	-1.3	10	-1	1	-1
54	Cc1c(C=O)c2ccccc2n1CC(=O)O	1	8	0	-0.1	-6	-10	-1	3
55	COc1cccc(N2C(=O)C3CCCN3C2c2ccc(F)cc2)c1 (configuration not stated)	0.89	19	-2	-0.6	-8	-6	1	-2
56	CN(CC(=O)Nc1ccc(Cl)cc1)S(=O)(=O)c1ccc2c(c1)n(C)c(=O)c(=O)n2C	0.78	-12	-87	-0.3	9	11	2	0
57	O=C(CN(C(=O)CCC(=O)Nc1nccs1)c1ccc2c(c1)OCO2)NCc1ccc(F)cc1	0.8	21	14	0.6	9	-3	-3	1
58	C=CCn1c(C)cc(C(=O)COC(=O)c2n[nH]c(=O)c3ccccc23)c1C	0.91	-9	2	0.0	-11	9	-1	2
59	Cc1cccc(NC(=O)CSc2ccc3nnc(-c4cccnc4)n3n2)c1	1	4	-48	0.1	-3	-2	2	0
60	CCCCNC(=O)NNc1nc(Cl)cc(C)c1C#N	0.99	32	10	-0.3	-4	-3	0	-10

# (listing goes on)
no.	compound	hIAP act	PfGluPho inh	SENP8 block	MPTP block	ATG4B inh	SENP6 block	GRIN3A LBD mod	SENP1 FRET inh
61	C=CCSc1nc(C)c(CC(=O)OCC(C)C)c(=O)[nH]1	0.92	-7	18	-2.9	-4	9	-2	2
62	CCOC(=O)C1CCN(S(=O)(=O)c2ccc3c4c(cccc24)C(=O)N3)CC1	0.93	-6	-402	-2.6	4	9	-3	-52
63	COC(=O)C1CC2=C(CCCC2=O)N(c2ccccc2)C1=O (configuration not stated)	nt	-7	0	-0.3	2	nt	-3	-1
64	CCOC(=O)c1c(/N=C/c2cc(C)ccc2O)sc2c1CCN(C)C2	0.81	0	-6	85*	7	14	2	-122
65	CC(NC(=O)C(=O)N1CCCCC1)C(c1cccs1)N1CCN(c2ccccc2)CC1 (configuration not stated)	0.89	9	12	-0.1	-9	-7	-11	2
66	CCOc1ccc(C(C)=O)cc1CN1C(=O)NC2(CCCCC2C)C1=O (configuration not stated)	0.94	-2	5	-0.8	-2	-3	0	-1
67	CC1CCc2ccc(F)cc2N1S(=O)(=O)c1cccs1 (configuration not stated)	0.99	12	7	-0.3	4	-9	-1	2
68	O=C(CCC(=O)N1CCc2ccccc2C1)NCCc1ccc(Cl)cc1	1	-11	10	1.0	0	6	-1	-1
69	COC(=O)CSc1nc2cc(C)ccc2cc1C#N	1.2	8	-14	-0.1	-2	5	0	62*
70	CC1=Nc2ccccc2/C1=C\c1sc(Nc2ccc(C)cc2)nc1O	1.2	8	-10	3.8	31	3	21*	-24
71	CCc1c(C)nc2c(-c3ccccc3OC)c(C)[nH]n2c1=O	1.1	-15	-71	0.2	4	15	3	0
72	COc1ccccc1C(=O)Nc1cccc(NC(=O)c2ccccc2OC)n1	1	14	-12	0.5	-8	8	0	-4
73	Cc1ccc(CNc2cc(-c3nn4c(C)nnc4s3)ccc2C)s1	0.84	10	-279	3.4	-12	-8	-3	-30
74	CNc1nc(C)c(C(=O)OCC(=O)OC)s1	1.2	10	1	0.6	-14	-4	-1	2
75	O=C(c1cc(-c2ccccc2)on1)N1CCN(C(=O)c2ccco2)CC1	1.4	-1	18	0.2	-10	-21	1	1
76	Cc1cc(C)cc(NC(=O)NCc2ccccn2)c1	1.2	-21	7	-1.2	1	3	3	1
77	CC(=O)c1ccc(C(C)(C)c2ccc(C(C)=O)s2)s1	0.98	-3	12	9.7	-14	0	-1	1
78	O=C(c1ccc(Cl)c([N+](=O)[O-])c1)N1CCN(Cc2ccc3c(c2)OCO3)CC1	0.91	6	11	-0.1	-7	-7	-2	2
79	CCCc1cc(-c2ccc3c(c2)COc2c4ccccc4nn2-3)on1	0.94	-10	-196	1.0	8	93*	-2	-2
80	O=C(/C=C/c1cccs1)Nc1scc(-c2ccccc2)c1C(=O)O	nt	70*	-1	1.4	36	nt	-13	-7
81	CCOC(=O)c1sc2nc3c(SCCC#N)cc(C(=O)c4cc(F)ccc4O)cn3c(=O)c2c1C	0.77	8	-244	5.9	-1	7	6	-29
82	O=C(CCC1CCCCC1)Nc1ncn[nH]1	1	11	26	-0.5	-8	-4	-1	-2
